RT RNaseH block: HIV-1 RT RNase H inhibitors, primary screen, biochemical, fluorescence; Gag-Pol polyprotein (Human immunodeficiency virus type 1 group M subtype B (isolate …; RT-RNase H RNA/DNA duplex cleavage; inhibition, % at 10 µM; 1.9% of 65,000 active; AID 565, 2006; in the data active = inhibition above about 50%
RmlCD inh mix: RmlC and RmlD coupled enzyme inhibitors, primary screen, biochemical, 384-well, compound mixtures, retest; AID 1532, 2009; RmlC/RmlD coupled enzyme inhibition, 384-well mixture HTS; 0.39% of 110,000 active; inhibition, % at 5.5 µM; in the data active = inhibition above about 30%, passing the limit was not always enough; inconclusive = no clear call, values can overlap the other calls; also: strong numbers were not always called active
The depositor's hits bear a star; ? = inconclusive; . = not tested or not shown; & = joins results of further samples. Some of the compounds tested (hit frequency here may not be typical).

SMILES	RT RNaseH block	RmlCD inh mix
O=C(c1ccccc1-c1nc(-c2ccccc2)no1)N1CCOCC1	.	-13
CCOC(=O)Nc1cc(OC)c(OC)cc1Cc1nccc2cc(OC)c(OC)cc12	-20	8
CCC(Sc1ccc(Cl)cc1)C(=O)Nc1nnc(-c2cccc([N+](=O)[O-])c2)s1 (stereo unspecified)	.	9
CNC(=O)CSc1nnc(-c2cc3c(C)nn(-c4ccccc4)c3s2)n1C	-5	.
COC(=O)c1ccc(C(c2c(N)n(Cc3ccccc3)c(=O)n(C)c2=O)N2CCOCC2)cc1 (stereo unspecified)	0	9
CCC(O)(CCN1CCCCC1)c1ccccc1 (stereo unspecified)	-5	-1
Cc1ccc(S(=O)(=O)c2c(N)n(CC3CCOC3)c3nc4ccccc4nc23)cc1 (stereo unspecified)	5	-26
O=C(COC(=O)c1cccs1)c1ccc2c(c1)OCCO2	-78	.
CCNC(=O)C1CC(=O)N(CC)C(=Nc2cc(Cl)c(O)c(Cl)c2)S1 (stereo unspecified)	3	0
O=C1CC(N2CCCN(C3CC(=O)N(c4ccc(F)cc4)C3=O)CC2)C(=O)N1c1ccc(F)cc1 (stereo unspecified)	39	-14
CC(C)C[C@H](NC(=O)c1nc[nH]c1C(=O)N1CCN(c2ccccc2)CC1)C(=O)OCc1ccccc1	.	2
O=S(=O)(O)CCN1CCOCC1	-10	4
Cc1ccnc(Sc2ccc([N+](=O)[O-])cc2[N+](=O)[O-])n1	.	-5
CC(C)CCn1c(N)c(S(=O)(=O)c2cccs2)c2nc3ccccc3nc21	6	-85
O=C(c1ccccc1)c1c[nH]c(C(=O)NCc2cccnc2)c1	.	-12
COc1ccc(C)cc1S(=O)(=O)N1CCN(c2cccc(C(F)(F)F)c2)CC1	10	4
CCCCc1nc2ccccc2c(=O)n1-c1ccccc1O	-3	5
O=C(O)COc1cccc(NC(=O)C2CCCO2)c1 (stereo unspecified)	-2	2
CCOC(=O)C1=C(c2ccccc2)NC(SCC(=O)NC2CCCCC2)=C(C#N)C1c1ccco1 (stereo unspecified)	29	4
O=C(O)c1coc2ccccc12	-1	-12
O=C(CCCC(=O)N1CCc2ccccc21)N1CCc2ccccc21	-13	.
CCOC(=O)CNC(=O)c1c2c(nc3ccccc13)CCCC2	4	10
O=C(c1sc2ccccc2c1Cl)N1CCC2(CC1)OCCO2	2	-14
CCCCN(Cc1ccccc1)C(=O)c1cnc2n(c1=O)CCS2	2	7
CC(=O)C1=C(O)C(=O)N(CCc2c[nH]c3ccccc23)C1c1ccc(O)cc1 (stereo unspecified)	-7	11
CCOc1cc(/C=N/NC(=O)c2ccncc2)ccc1OC(=O)c1ccc([N+](=O)[O-])cc1	.	-13
CC(C)CC(NC(=O)COc1ccccc1)C(=O)O (stereo unspecified)	-5	.
CCOc1ccc(-c2nn(-c3ccccc3)cc2/C=C(\C#N)S(=O)(=O)c2ccccc2)cc1C	.	?
CS(=O)(=O)NCCSc1nnnn1-c1ccccc1	-2	-12
CC(=O)N1CCN(C(=O)COc2ccc(Br)cc2)CC1	-10	5
Cc1ccccc1CS(=O)(=O)CCC(=O)N1CCN(c2ccc(N3CCOCC3)nn2)CC1	-9	18
CCOc1ccc(-c2nn(-c3ccccc3)cc2/C=C2\SC(N)=NC2=O)cc1C	.	12
CC(=O)N=c1sc2ccccc2n1C	-29	8
CCC(C(=O)Nc1ccccc1C(=O)N1CCOCC1)N1C(=O)c2ccccc2C1=O (stereo unspecified)	.	5
COc1ccc(C(=O)CC2OC(=O)c3c2ccc(OC)c3OC)cc1 (stereo unspecified)	.	-1
CC(Oc1ccccc1)C(=O)N1CCC2(CC1)Oc1ccc(F)cc1C(=O)C21CC(c2ccccc2)=NO1 (stereo unspecified)	.	7
CC(C)Nc1nc(N(c2ccccc2)c2ccccc2)nc(-n2ccnc2)n1	-5	.
CCCN(S(=O)(=O)c1ccc(OCC)cc1)S(=O)(=O)c1cccs1	-4	9
O=C(CSc1nc2ccccc2[nH]1)NCCN1CCCCC1	-13	8
S=c1[nH]nc(-c2cc(-c3ccco3)[nH]n2)n1-c1ccccc1	.	-6
Cc1ccc2c(COC(=O)c3cnc(C)cn3)cc(=O)oc2c1	-2	.
CCn1nc(C(=O)OCC(=O)c2c[nH]c3ccccc23)c2ccccc2c1=O	-26	-9
CCOC(=O)Cn1cnc2c(cnn2-c2ccc(Cl)cc2)c1=O	-8	8
Nc1cc(=O)[nH]c(SCCNS(=O)(=O)c2ccccc2)n1	-17	7
O=C(COc1ccc(/C=N/NS(=O)(=O)c2ccccc2)cc1)NCc1ccccc1	.	1
CSc1cccc(NC(=O)CSc2nnc(C)s2)c1	-9	-6
O=C(Cc1cc(=O)[nH]c(=O)[nH]1)N1CCC(Cc2ccccc2)CC1	-5	-7
COc1ccc(-n2ncc3c(NCc4cccs4)ncnc32)cc1	-4	-2
Clc1ccccc1Sc1cnc2ccccc2n1	.	9
N#CCC(CNc1ncc(C(F)(F)F)cc1Cl)OC(=O)c1c(F)cccc1F (stereo unspecified)	.	4
Cc1ccc(C(=O)Nc2cccc(C(=O)NCc3ccco3)c2)cc1	-7	-10
Cc1nnc(N(CCC#N)CCC#N)s1	-7	-10
COc1ccc2nc(-c3ccccc3)[nH]c2c1	-8	6
CN/S(=N/S(=O)(=O)c1ccccc1)c1ccc(C)cc1 (stereo unspecified)	-7	5
COc1cc2c(cc1NC(=O)c1cccc([N+](=O)[O-])c1)oc1ccccc12	.	21
O=C(COC(=O)c1ccc(S(=O)(=O)Nc2ccccc2)cc1)NCCN1C(=O)CSC1=O	1	-9
CCCc1nc2c(C)cc(-c3nc4ccccc4n3C)cc2n1Cc1ccc(-c2ccccc2C(=O)O)cc1	.	4
O=C(NC12CC3CC(CC(C3)C1)C2)N1CCN(C(=O)C2CCCO2)CC1 (stereo unspecified)	-1	9
COc1cc2c3nnc(-c4ccc(F)cc4)c-3cn(Cc3ccc(C)cc3)c2cc1OC	.	70
COc1nc(Nc2cccc(C(F)(F)F)c2)nc(OC)n1	-14	-11

Other compounds follow.
SMILES	RT RNaseH block	RmlCD inh mix
Nc1nc(Nc2cccc3ccccc23)nc(C2CCCC2=O)n1 (stereo unspecified)	29	.
CC(C)COc1nc2ccccc2nc1C(C#N)C(=O)NC1CCCCC1 (stereo unspecified)	5	6
O=C(NNC(=O)c1ccccc1-n1cccc1)c1cccc(Cl)c1	.	12
Cc1cc(C)n(C(=O)c2ccc(S(=O)(=O)N3CCOCC3)cc2)n1	.	23
COc1ccc(-c2nc(-c3ccccc3)[nH]c(=O)c2C#N)cc1	.	-11
COc1cc2c(cc1OC)C(c1cccs1)NCC2 (stereo unspecified)	3	0
COc1ccc(C2/C(=C(/O)c3ccccc3)C(=O)C(=O)N2c2ncccn2)cc1OC (stereo unspecified)	-1	.
COc1cc(C(=O)N(Cc2cc3ccccc3[nH]c2=O)CC2CCCO2)cc(OC)c1OC (stereo unspecified)	0	5
O=c1cc[nH]c2cc(Cl)ccc12	.	22
C=CCn1c(SCCOc2ccc(OC)cc2)nnc1C(NC(=O)c1ccc(OC)cc1)C(C)C (stereo unspecified)	.	4
CCCCC(=O)Nc1cccc(-c2nn3c(C)nnc3s2)c1	-5	6
COc1ccc(N2C(=O)C3C4C=CC(C5CC45)C3C2=O)c([N+](=O)[O-])c1 (stereo unspecified)	.	8

Copied from the list:
In RT RNaseH block, CNC(=O)CSc1nnc(-c2cc3c(C)nn(-c4ccccc4)c3s2)n1C reads -5
In RmlCD inh mix, CCOC(=O)Cn1cnc2c(cnn2-c2ccc(Cl)cc2)c1=O reads 8
In RmlCD inh mix, CC(Oc1ccccc1)C(=O)N1CCC2(CC1)Oc1ccc(F)cc1C(=O)C21CC(c2ccccc2)=NO1 (stereo unspecified) reads 7
In RT RNaseH block, O=C(O)c1coc2ccccc12 reads -1

Other structures follow:
SMILES	RT RNaseH block	RmlCD inh mix
CCc1cc2c(=O)c(-c3cnn(-c4ccccc4)c3)coc2c(CN2CCOCC2)c1O	-22	-21
Cc1nc(NCCc2ccc(S(N)(=O)=O)cc2)c2c(C)c(C)sc2n1	.	-13
N#CC1=C(N)OC2=C(C(=O)CCC2)C1C1C=CCCC1 (stereo unspecified)	-11	-2
CCCCC(=O)c1ccc(O)cc1O	.	-8
CN=C1CC(SC)=C1c1ccc(C)cc1	.	-6
Cc1cc(C)cc(OCc2nnc(SCC(=O)Nc3ccccc3)o2)c1	-25	-20
CC1(C)CC2CC(C)(CN2C(=O)CCCN2C(=O)c3ccccc3C2=O)C1 (stereo unspecified)	-4	-14
CCOC(=O)c1ccc(NC(=O)CN(Cc2ccc(Cl)cc2)S(C)(=O)=O)cc1	.	2
N/C(=N\c1nc2c(c(=O)[nH]1)CCCC2)Nc1ccccc1	-3	4
O=C(CC1Sc2ccccc2NC1=O)Nc1cccc(C(=O)O)c1 (stereo unspecified)	14	-13
Cc1ccccc1C(=O)NC1CCN(Cc2nnnn2Cc2ccc(F)cc2)CC1	0	11
CC1(C)CC(=O)C=C(Nc2cc(-c3ccccc3)[nH]n2)C1	-6	2

Continued, starting with the last four of the part before.
SMILES	RT RNaseH block	RmlCD inh mix
N/C(=N\c1nc2c(c(=O)[nH]1)CCCC2)Nc1ccccc1	-3	4
O=C(CC1Sc2ccccc2NC1=O)Nc1cccc(C(=O)O)c1 (stereo unspecified)	14	-13
Cc1ccccc1C(=O)NC1CCN(Cc2nnnn2Cc2ccc(F)cc2)CC1	0	11
CC1(C)CC(=O)C=C(Nc2cc(-c3ccccc3)[nH]n2)C1	-6	2
Cc1nc(-c2cccc(S(=O)(=O)N3CCCC(C)C3)c2)cs1 (stereo unspecified)	.	4
CCOC(=O)c1c(NC(=O)C2c3ccccc3Oc3ccccc32)sc(C(=O)N(CC)CC)c1C	.	13
CCOc1ccc(NC(=O)c2ccc(OC)cc2)cc1	.	-4
COC(=O)c1ccc(NC(=O)CCN2CCN(c3ccccc3)CC2)cc1	-12	-12
COc1cc(Cc2cnc(N)nc2N)cc(OC)c1OC	1	2&3
COC(=O)C(C)N(C(=O)c1ccc(Cl)cc1)c1c(C)cccc1C (stereo unspecified)	.	-8
C=CCSc1nnc(NC(=O)CSc2nc(CCC)cc(=O)[nH]2)s1	13	-6
COC(=O)c1ccc(CSc2nncn2C)cc1	-2	5
Nc1c(S(=O)(=O)c2cccs2)c2nc3ccccc3nc2n1Cc1ccc2c(c1)OCO2	9	-44
NS(=O)(=O)c1ccc(CNC(=O)C2CCCCC2)cc1	-2	7
COc1cccc(/C=N/Nc2nc(N3CCCC3)nc(N3CCCC3)n2)c1O	.	7
c1ccc(-c2onc3cc4c(cc23)OCCO4)cc1	-49	5

Pulled by structure from above, 7 records:
SMILES	RT RNaseH block	RmlCD inh mix
Cc1nc(NCCc2ccc(S(N)(=O)=O)cc2)c2c(C)c(C)sc2n1	.	-13
O=C(COC(=O)c1ccc(S(=O)(=O)Nc2ccccc2)cc1)NCCN1C(=O)CSC1=O	1	-9
Cc1ccccc1C(=O)NC1CCN(Cc2nnnn2Cc2ccc(F)cc2)CC1	0	11
C=CCn1c(SCCOc2ccc(OC)cc2)nnc1C(NC(=O)c1ccc(OC)cc1)C(C)C (stereo unspecified)	.	4
O=C(O)COc1cccc(NC(=O)C2CCCO2)c1 (stereo unspecified)	-2	2
CCCCC(=O)c1ccc(O)cc1O	.	-8
O=C(COc1ccc(/C=N/NS(=O)(=O)c2ccccc2)cc1)NCc1ccccc1	.	1

The list goes on.
SMILES	RT RNaseH block	RmlCD inh mix
COCCCNC(=O)c1ccc(CNS(=O)(=O)c2ccc(NC(C)=O)cc2)cc1	-9	.
CCOC(=O)COc1c(OC)cc(Cl)cc1C1Nc2ccccc2C(=O)N1c1ccccc1 (stereo unspecified)	.	-51
COC(=O)c1ccccc1N(Cc1ccccc1)S(C)(=O)=O	-30	6
O=C(Nc1ccc(Cl)c(Cl)c1)Oc1ccc(NC(=O)c2ccco2)cc1	.	0
CCNc1cc2n(c(=O)n1)CCc1cc(OC)c(OC)cc1-2	-16	17
CC(=NCCN1CCCCC1)c1c(O)n(Cc2ccccc2)c(=O)[nH]c1=O	-8	-5
CC1=C(C)[N+](=O)C2CCCCC2N1[O-] (stereo unspecified)	-10	-8
C[C@@H]1C[C@H]2[C@@H]3CCC4=CC(=O)C=C[C@]4(C)[C@@]3(F)[C@@H](O)C[C@]2(C)[C@H]1C(=O)CO	2	3
NC(=O)[C@H]1CC2(CC(c3cccc(NC(=O)[C@H]4CCC(=O)N4)c3)=NO2)CN1C(=O)c1ccccc1C(=O)c1ccccc1 (stereo partly specified)	.	20
COc1ccc(N2CCN(C3CC(=O)N(C)C3=O)CC2)cc1 (stereo unspecified)	-3	-9
Cc1cc(C)cc(NC(=O)CCN2CC(C)OC(C)C2)c1 (stereo unspecified)	-2	14
CCn1ncc(Br)c1C(=O)Nc1ccc(C(=O)OC(C)C)cc1	.	-11
O=C(COc1ccc(F)cc1)Nc1nnc(-c2ccncc2)s1	.	-2
O=S(=O)(NCc1ccccn1)c1ccccc1	.	-8
COc1ccc2nc(N3CCCC(O)C3)c(C#N)cc2c1 (stereo unspecified)	-10	.
CC(=O)C1=C(C)NC(=O)NC1c1cc(Br)ccc1OCC(N)=O (stereo unspecified)	-10	-10
CC(C)(C)[C@H]1C=C(C(=O)Nc2ccccc2)O[C@@H](OCc2ccc(CO)cc2)C1	.	-63
COC(=O)c1cccc(NC(=O)c2cccs2)c1C	.	3
CO/N=C/NC(=O)N1OC[C@@H]2COc3ccc4ccccc4c3[C@@H]21	.	10
Cc1ccc2c(C(=O)CN3CCCCC3CCO)c(C)[nH]c2c1 (stereo unspecified)	3	10
CN1Cc2c(N3CCOCC3)nc(SCc3ccccc3)c(C#N)c2CC1(C)C	5	-15
COc1ccc(-c2cc(N)n(S(=O)(=O)c3ccc(C)cc3)n2)c(OC)c1	.	-9
CCCNc1ncnc2nc[nH]c12	-15	-9
CCOc1cccc(OCCOCCN(C)Cc2ccccc2)c1	-8	7
